CHRM1 PAM: positive allosteric modulators of human M1 muscarinic receptor; 0.088% of 360,000 active; CHO-K1 hM1, Fluo-8 calcium fluorescence, ACh EC20; 0% = ACh EC20, 100% = maximal ACh; activation, % at 3 µM; AID 588819; P11229; in the data active means activation above about 19%, passing the limit was not always enough
M4 PAM: potentiates acetylcholine response at human M4 receptor | P08173 | CHO-K1 hM4/Gqi5, Fluo-8 calcium fluorescence, ACh EC20; 0% = ACh EC20, 100% = maximal ACh | activation, % at 3 µM | 0.4% of 360,000 active | AID 624126;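 active means activation above its plate's cutoff, the mean activation of sample wells plus 3 SD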; further: some results filed as inactive read as strong as hits
Target sequence (P08173 whole entry, looked up): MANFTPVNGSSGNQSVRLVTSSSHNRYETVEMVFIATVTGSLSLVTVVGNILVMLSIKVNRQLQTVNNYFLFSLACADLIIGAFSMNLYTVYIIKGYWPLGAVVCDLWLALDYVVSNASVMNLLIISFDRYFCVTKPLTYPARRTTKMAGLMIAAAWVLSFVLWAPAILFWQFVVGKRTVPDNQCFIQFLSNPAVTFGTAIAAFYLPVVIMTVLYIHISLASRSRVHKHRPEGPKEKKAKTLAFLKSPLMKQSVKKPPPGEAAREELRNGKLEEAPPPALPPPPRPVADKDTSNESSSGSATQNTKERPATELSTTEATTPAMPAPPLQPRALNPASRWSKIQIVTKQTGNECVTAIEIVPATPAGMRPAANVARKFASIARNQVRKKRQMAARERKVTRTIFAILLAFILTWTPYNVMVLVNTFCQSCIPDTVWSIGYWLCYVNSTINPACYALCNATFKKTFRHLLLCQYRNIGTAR
CHRM5 antagonist: blocks acetylcholine activation of human M5 receptor; P08912; CHO-hM5 cells, Fluo-8 calcium fluorescence, ACh EC80; inhibition, % at 3 µM; 0.59% of 360,000 active; AID 624040;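 active means inhibition above a per-plate cutoff, the mean of that plate's test compounds plus 3 SD, cut at about 27% in these data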;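 further: 0% = acetylcholine EC80 with DMSO and 100% = DMSO without agonist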
Target sequence (P08912 whole entry, looked up): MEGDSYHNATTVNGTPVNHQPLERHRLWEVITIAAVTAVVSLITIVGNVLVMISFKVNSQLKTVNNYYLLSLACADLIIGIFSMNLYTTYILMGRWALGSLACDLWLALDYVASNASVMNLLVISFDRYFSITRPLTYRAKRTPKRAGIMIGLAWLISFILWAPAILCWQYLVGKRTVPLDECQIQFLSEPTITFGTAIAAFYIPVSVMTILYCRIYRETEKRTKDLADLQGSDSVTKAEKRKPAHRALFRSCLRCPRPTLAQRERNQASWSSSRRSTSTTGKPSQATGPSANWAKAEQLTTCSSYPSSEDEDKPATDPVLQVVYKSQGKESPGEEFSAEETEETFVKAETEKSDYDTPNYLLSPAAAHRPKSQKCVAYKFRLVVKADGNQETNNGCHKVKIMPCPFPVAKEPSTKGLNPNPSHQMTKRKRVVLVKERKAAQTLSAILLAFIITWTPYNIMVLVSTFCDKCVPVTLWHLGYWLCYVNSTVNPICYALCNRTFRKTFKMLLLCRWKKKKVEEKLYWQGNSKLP
M4 ag: agonists of human muscarinic M4 receptor (CHRM4); CHO-K1 hM4/Gqi5, Fluo-8 calcium fluorescence; vehicle 0%, full acetylcholine response 100%; P08173; activation, % at 3 µM; 0.14% of 360,000 active;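 active means activation above the run mean over all test wells plus 3 SD, cut at about 32% in these data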;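 further: peak over basal fluorescence ratio per well then scaled between controls; 0% = DMSO wells and 100% = acetylcholine at EC100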
CHRM5 PAM: CHRM5 positive allosteric modulation. P08912. CHO-K1 hM5, Fluo-8 calcium, ACh EC20 PAM; 0% = ACh EC20, 100% = ACh EC100. activation, % at 3 µM. 0.3% of 360,000 active. AID 624038;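 active means activation above the run cutoff, the mean activation of all test compounds plus 3 SD, cut at about 18% in these data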
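Assay system – human M5 receptor in CHO-K1 cells · Read-out – % activation, ACh-normalized · Technique – Fluo-8 calcium fluorescence · Dosing – single-point, 3 µM nominal · Incubation – Fluo-8 loading 80 min at 37 °C plus 30 min room temperature · Repeats – singlicate, one well per test compound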
M5 ag: CHRM5 agonism in calcium assay | P08912 | CHO-K1 hM5 cells, Fluo-8 calcium fluorescence; 0% DMSO wells, 100% maximal acetylcholine response | activation, % at 3 µM | 0.19% of 360,000 active;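 active means activation above the run's mean over test compounds plus 3 SD, cut at about 23% in these data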;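 further: signal is peak over basal fluorescence ratio across the kinetic read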
CRFR2-BP antag: CRF-BP/CRF-R2 complex antagonism | HEK293 CRF-R2/CRF-BP, CRF-induced calcium fluorescence | inhibition, % at 11.8 µM | 0.59% of 350,000 active;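 active means inhibition of the ligand-induced calcium signal above about 50% at the single tested concentration, limit read from the data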
M4 antag: antagonists of human muscarinic M4 receptor (CHRM4); P08173; CHO-hM4 cells, ACh EC80, Fluo-8 calcium fluorescence; inhibition, % at 3 µM; 0.73% of 360,000 active; AID 624125;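 active means inhibition above its plate's cutoff, the mean inhibition of sample wells plus 3 SD, cut at about 27% in these data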;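 further: 0% = acetylcholine EC80 with DMSO and 100% = DMSO without agonist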
CRFBP-R2 agonist: CRF-BP/CRF-R2 complex agonism. HEK293 CRF-R2/CRF-BP, calcium dye fluorescence (FLIPR); percent of saturating CRF peptide response. activation, % at 13.2 µM. 0.46% of 350,000 active. AID 588473;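 active means activation of at least 50%, plus an integration ratio under a set limit after plate pattern correction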;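 further: plate controls were neutral control wells without compound for no effect and CRF at EC100 for full effect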
Starred values were filed as active, the others as inactive; . = no result given.

nr | compound | CHRM1 PAM | M4 PAM | CHRM5 antagonist | M4 ag | CHRM5 PAM | M5 ag | CRFR2-BP antag | M4 antag | CRFBP-R2 agonist
1 | O=C(NCCc1ccccc1)C1CCC(CNS(=O)(=O)c2ccccc2)CC1 (stereo unspecified) | 23 | 11 | -9 | 2 | 9 | 0 | -5 | -10 | 2.1
2 | Cc1ccc(CNC(=O)OC2CC3CC2[C@H]2CCCCN2C3=O)cc1 (stereo partly specified) | . | 4 | -4 | 0 | 7 | 1 | . | -6 | .
3 | O=C1NNC(c2ccccc2)=N/C1=C\c1ccco1 | 8 | -1 | 11 | 1 | -4 | -1 | 4 | 1 | 2.8
4 | CCN(CC)C(=O)C1=C(C)N(Cc2ccc(C(C)(C)C)cc2)C(=O)C(CC(=O)NC2CCCC2)C1 (stereo unspecified) | 3 | 4 | -2 | 3 | 5 | -2 | 7 | -16 | -1.2
5 | COC(CC(=O)NNC(=S)Nc1ccc(Cl)cc1)OC | 2 | 15 | 1 | 1 | 5 | 1 | -6 | 2 | 0.2
6 | Cc1ccccc1NC(=O)c1cc[n+]([O-])cc1 | 12 | 0 | 2 | -1 | 4 | -1 | -7 | 13 | 0.4
7 | O=c1cc(Cc2nnc(SCc3ccccc3)n2-c2ccc(Cl)cc2)[nH]c(=O)[nH]1 | 13 | 6 | -9 | 0 | -2 | -4 | -5 | -11 | 6.3
8 | CCC(C)N1CC(O)=C(c2nc3ccccc3[nH]2)C1=N (stereo unspecified) | 13 | 3 | -4 | 1 | 4 | 1 | -1 | 2 | -4.1
9 | CC(=O)Nc1ccc(NC(=S)NC(=O)c2cc3ccccc3o2)cc1 | -3 | -1 | 7 | 1 | -7 | 0 | -7 | -2 | -4.1
10 | Cc1nc(N2CCOCC2)nc(N2CCC(C)CC2)c1[N+](=O)[O-] | -4 | -2 | 20 | -2 | -12 | -7 | 24 | -9 | -5.4
11 | Cc1ccc(-c2c(=O)n(O)c3ccccc3[n+]2[O-])cc1 | 16 | 2 | 10 | 1 | 3 | -2 | -3 | -2 | 11
12 | COc1ccc(N2CCN(S(=O)(=O)CCNC(=O)c3cccs3)CC2)cc1 | 0 | -2 | 2 | 1 | -3 | 0 | 6 | 8 | -0.8
13 | O=C(NCc1ccccn1)c1ccc2ccccc2n1 | 1 | 3 | -1 | 1 | -3 | 0 | 12 | -5 | -2.8
14 | Clc1c(CSc2nc3ccccc3o2)nc2ccccn12 | -6 | -2 | -3 | 3 | -1 | -5 | -16 | 3 | 1.5
15 | NC(=O)NNC1=Nc2cccc3cccc1c23 | 3 | 6 | -1 | 1 | -1 | -4 | -3 | -19 | 0.8
16 | COc1ccc(OCC(=O)NCc2cccnc2)cc1 | 4 | 1 | -12 | 1 | 1 | -1 | -37 | -8 | -1.9
17 | O=C(COc1ccc(F)cc1)NCC1(N2CCOCC2)CCCCC1 | -4 | -4 | 0 | 1 | 4 | -7 | -6 | -10 | -0.9
18 | Cc1cc(C(=O)NCc2ccco2)sc1C | 5 | -3 | 2 | 0 | 3 | -1 | -9 | 1 | -0.8
19 | Fc1ccc(-n2cc(CNCCc3cccnc3)c(-c3ccccc3Cl)n2)cc1 | 1 | -4 | -1 | 4 | 9 | 2 | -27 | -6 | -3.8
20 | COc1cc(C2c3[nH]c4ccccc4c3CC3COC(=O)N32)cc(OC)c1O (stereo unspecified) | 13 | 9 | 10 | 6 | -5 | -1 | 16 | -18 | 2.0
21 | O=C(CN1C(=O)S/C(=C\c2ccccn2)C1=O)Nc1ccc(F)cc1 | 5 | -2 | -6 | 1 | -3 | -3 | -6 | 5 | -0.8
22 | COc1cc2c(cc1OC)C(c1ccc(C)cc1)NC(=O)C2 (stereo unspecified) | -1 | -5 | -1 | 1 | 1 | -3 | 3 | 4 | 4.6
23 | O=C(COc1ccccc1Cl)Nc1ccc(N2CCCC2)cc1 | 7 | -4 | 8 | 3 | -3 | -5 | -11 | -1 | -0.9
24 | CC(C)=NOc1nc(N(C)C)nc(N2CCOCC2)n1 | -1 | -4 | 5 | 1 | -4 | 2 | 7 | 11 | -0.8
25 | Cc1ccc(-c2csc(C(O)c3cccc(Cl)c3)n2)cc1C (stereo unspecified) | -2 | 8 | 2 | 1 | 1 | 1 | . | -15 | .
26 | COc1ccc(CC(=O)OC(C)C(=O)NCc2ccc3c(c2)OCO3)cc1OC (stereo unspecified) | 6 | 8 | 2 | 3 | 1 | 6 | 12 | -5 | -2.9
27 | Cc1cn(C(C)C)c(=O)n(-c2ccccc2)c1=O | 8 | 2 | 1 | 0 | 3 | 2 | -9 | 5 | 2.6
28 | COC(C/C=C/[C@@H](O)[C@H](C)OCc1ccccc1)OC | 4 | 1 | 3 | 1 | 8 | 0 | 35 | -5 | -2.4
29 | O=C(C1CC1)N(Cc1nc2ccccc2c(=O)[nH]1)Cc1cccs1 | -8 | 1 | -1 | 2 | -5 | -1 | 12 | -1 | -7.0
30 | Cc1nc2c(Cl)cccc2c2c1CC(CBr)O2 (stereo unspecified) | 5 | 6 | 3 | 4 | 0 | -3 | 0 | -8 | -3.7

An excerpt from above in order of their number in CHRM1 PAM, lowest first:
entry	smiles	CHRM1 PAM
29	O=C(C1CC1)N(Cc1nc2ccccc2c(=O)[nH]1)Cc1cccs1	-8
16	COc1ccc(OCC(=O)NCc2cccnc2)cc1	4
21	O=C(CN1C(=O)S/C(=C\c2ccccn2)C1=O)Nc1ccc(F)cc1	5
23	O=C(COc1ccccc1Cl)Nc1ccc(N2CCCC2)cc1	7

The listing continues:
nr | compound | CHRM1 PAM | M4 PAM | CHRM5 antagonist | M4 ag | CHRM5 PAM | M5 ag | CRFR2-BP antag | M4 antag | CRFBP-R2 agonist
31 | O=S(=O)(NC1CC1)c1ccc(Cl)cc1 | 3 | -2 | 12 | -1 | -7 | 2 | -7 | -1 | 0.4
32 | CC(C)CC(N)c1csc(NC(=O)Nc2ccccc2C(C)C)n1 (stereo unspecified) | 3 | 3 | -2 | 8 | 0 | 3 | . | -3 | .
33 | N/C(=N\c1nc2ccccc2o1)NC(=O)c1cccc(Br)c1 | 1 | -5 | 16 | 0 | -7 | -2 | -3 | 1 | 1.3
34 | Cn1c(=NC(=O)c2cccc([N+](=O)[O-])c2)sc2ccccc21 | 11 | 17 | -6 | 1 | 14 | 3 | -10 | -3 | -1.6
35 | CC(C)NC(=O)c1ccccc1NC(=O)C1CCCO1 (stereo unspecified) | 5 | 4 | 3 | 1 | -1 | -2 | -4 | -18 | 4.3
36 | Cc1ccc(NC(=O)CCCCCNS(=O)(=O)c2ccc(C)cc2)cc1 | 4 | -1 | 8 | 0 | -4 | -2 | -16 | 7 | 1.4
37 | O=C(COC(=O)COc1ccccc1[N+](=O)[O-])NC1CCCCC1 | 4 | 4 | 2 | 0 | -1 | 1 | 2 | 0 | -0.3
38 | CCn1c(O)c(/C=N/N=C/c2ccccc2)c2ccc(C3=NNC(=O)CC3)cc21 | 0 | -3 | 2 | 5 | -5 | 0 | -92 | 6 | 48
39 | COc1ccc(NC(=O)CC2SC(N3CCCCC3)=NC2=O)cc1OC (stereo unspecified) | -3 | 9 | 4 | 1 | -3 | 2 | -5 | -16 | -1.8
40 | CCOC(=O)C1CCN(C(=O)C2CCN(S(=O)(=O)c3ccc4c(c3)CC(C)N4C(C)=O)CC2)CC1 (stereo unspecified) | 10 | 3 | -11 | 5 | 2 | -6 | -3 | -11 | -1.7
41 | O=C(NNC(=O)c1cccc(-n2cccc2)c1)c1ccccc1 | 1 | 1 | 5 | 2 | 4 | 2 | 13 | 1 | -2.0
42 | CSc1nc2[nH]c3c(c2c2nnnn12)CCCC3 | -4 | 0 | -9 | 4 | -7 | -6 | -12 | 2 | -7.6
43 | CCOC(=O)c1c(C)n(-c2ccc(C)cc2)c2c(CC(C)=O)c(Br)c(OC)c(O)c12 | -11 | 10 | 0 | 1 | 2 | 0 | -13 | -16 | -0.8
44 | CCOC(=O)c1c(C)nc2sc3c(c2c1-c1ccc(OC)cc1)NC(c1ccccc1)NC3=O (stereo unspecified) | -6 | -8 | 6 | 7 | -11 | 0 | -19 | -4 | -0.3
45 | NC(=O)c1ccc(NC(=O)CN2CCN(S(=O)(=O)c3ccc4c(c3)OCCO4)CC2)cc1 | 8 | 8 | 11 | 0 | 2 | -1 | 0 | -1 | -0.3
46 | Cc1cc(C(=O)NCc2ccccc2F)cs1 | 0 | 12 | 6 | 0 | 0 | 0 | 10 | 3 | -0.8
47 | CC1Cc2[nH]c(=S)[nH]c(=O)c2C(c2ccc(F)cc2)O1 (stereo unspecified) | . | 5 | 0 | 1 | -2 | 1 | . | -9 | .
48 | Cc1ccc(NC(=S)NCCC(c2ccccc2)c2ccccc2)c(C)c1 | -6 | -15 | 15 | 2 | -41 | -9 | 24 | 13 | 0.5
49 | O=C(OCc1ccccc1)C1CCCN1C(=O)c1ccccc1[N+](=O)[O-] (stereo unspecified) | 3 | 3 | 0 | 1 | -2 | 2 | 6 | -10 | -0.4
50 | CCOC(=O)c1ccc(NC(c2ccc(N(C)C)cc2)P(=O)(OC(C)C)OC(C)C)cc1 (stereo unspecified) | 8 | -1 | 3 | 1 | -8 | -2 | -43 | -13 | -1.4
51 | COC(=O)CSc1nnc(-c2cccnc2)o1 | 11 | 0 | -6 | 0 | 8 | -6 | -18 | -4 | 1.4
52 | Cc1nn(CC(=O)Nc2ccc(C#N)cc2)c(C)c1[N+](=O)[O-] | 1 | 1 | -4 | 2 | 1 | -2 | -4 | -5 | 1.7
53 | CC(C)N(c1ccccc1)c1ccc(NC(=O)[C@@H]2O[C@H](CO)[C@@H](O)[C@H]2O)cc1 | 4 | 6 | 3 | 0 | -1 | 0 | . | 0 | .
54 | O=C(CN1CCCCCC1)Nc1cccc(Br)c1 | 2 | -4 | -2 | 0 | -1 | -1 | -55 | 5 | 6.2
55 | COc1ccc(C2CC(=O)C(CS(=O)(=O)c3ccccc3)C(=O)C2)cc1 (stereo unspecified) | -8 | 6 | -9 | 0 | -3 | 1 | 10 | -3 | 2.1
56 | Cn1c(=O)n(Cc2ccccc2)c(=O)c2c1nc1n2CCS1 | 6 | -4 | -1 | 1 | 4 | 0 | -3 | -2 | 0.5
57 | CCOC(=O)c1c(C)c(C(=O)NCc2cccs2)c(C)n1CC | -2 | 8 | -5 | 1 | -1 | -3 | -12 | -5 | -0.3
58 | CC1(c2ccc(Cl)cc2)NC(=O)N(CC(=O)N2CCc3ccccc32)C1=O (stereo unspecified) | 2 | -1 | 7 | 38* | -3 | 40* | -50 | -7 | 82*
59 | O=C(Cn1cccn1)N1CCCC(N2CCN(c3cccc(C(F)(F)F)c3)CC2)C1 (stereo unspecified) | 13 | 3 | 12 | 2 | -3 | -3 | -2 | 0 | 1.7
60 | Cc1ccccc1CC1(CO)CCCN(C(=O)c2ccc3ncccc3c2)C1 (stereo unspecified) | -26 | -22 | -8 | 6 | -4 | -7 | -11 | 12 | -1.1
61 | O=C(COc1ccc(Cl)cc1)Nc1nnc(-c2ccc3c(c2)CCCC3)o1 | 3 | -7 | 1 | 1 | 0 | 2 | -16 | 5 | 0.1
62 | Cc1cc(F)ccc1S(=O)(=O)NCC1CC2CCC1C2 (stereo unspecified) | -6 | -5 | 3 | 0 | -3 | -4 | -93 | 8 | 87*
